AddAB inh = less growth of phage-infected E. coli with AddAB. E. coli expressing H. pylori AddAB, absorbance growth. inhibition, % at 11.9 µM. 0.29% of 330,000 active; in the data active means inhibition above about 12%;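 further: 0% = vehicle wells of infected cells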
Mot1-301 SUMO = blocks SUMOylation pathway, rescuing yeast Mot1-301 growth | AID 2716 | 1% of 320,000 active | growth rescue, % at 18.8 µM | S. cerevisiae Mot1-301 growth rescue, ATP luminescence, 38.5C; percent above DMSO median, 100 means doubled;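 active means every valid replicate shows activation above 250% relative to neutral control wells; inactive means the rest, any valid replicate at or below 250%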;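 further: OY570 slx delta 5 strain wells were the positive control but not used for scaling; some compounds called inactive have numbers as strong as hits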
OPRM1-OPRD1 ag = OPRM1-OPRD1 heterodimerization agonism; P35372+P41143; cells, luminescence; activation, % at 9.3 µM; 0.3% of 340,000 active; in the data active means activation above about 18%;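 further: 0% = vehicle-treated cells and 100% = reference agonist; values of inactives mirror those of a sister screen read the other way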
Tat export inh = inhibitors of E. coli Tat protein transport; AID 488895; E. coli MC4100 TorA-mCherry Tat export, fluorescence; inhibition, % at 10 µM; 0.036% of 340,000 active;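 active means mean replicate inhibition at least 50% and at least half of replicates individually reaching 50%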;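 further: exported cargo escapes ClpAP degradation while cytoplasmic cargo is degraded and loses fluorescence; 0% = median of neutral control wells and 100% = median of NaSCN control wells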
MOR-DOR inv ag = inverse agonists of human mu-delta opioid receptor heterodimerization; cell-based MOR-DOR heterodimer luminescence, inverse agonism; AID 504357; inhibition, % at 9.3 µM; 0.21% of 340,000 active; in the data active means inhibition above about 22%, passing the limit was not always enough;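 further: 0% = cells with DMSO and 100% = wells without cells with DMSO; values of inactives mirror those of a sister screen read the other way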
PfHsp90 yeast 2 = inhibits growth of yeast expressing Plasmodium falciparum Hsp90; S. cerevisiae expressing PfHsp90, BacTiter-Glo ATP, 48 h; yeast lacking PDR1 and PDR3 efflux regulators; inhibition, % at 9.4 µM; 0.32% of 310,000 active;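 active means every replicate shows inhibition above about 80%, whatever the replicate mean, limit read from the data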;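 further: 0% = DMSO neutral controls and 100% = 20 µM radicicol positive controls; yeast relying on Plasmodium falciparum Hsp90 in place of its own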
PKA-R1A activ = activates the PKA-R1A holoenzyme complex; PKA-R1A dissociation, Cy5-IP20 fluorescence polarization; scaled: DMSO 0%, 113 µM cGMP 100%; 0.083% of 340,000 active; activation, % at 11.4 µM; P00514+P68181;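 active means percent activation above the mean of all tested compounds plus 3 SD, cut at about 19% in these data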;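 further: higher means more PKAc released from R1A so a rise in polarization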
DSG3 Ab inh = inhibitors of pemphigus antibody binding to human desmoglein-3. DSG3-coupled beads, scFv-anti-DSG3-GFP binding, flow cytometry; hits give low values. binding (percent of control), % at 10 µM. AID 588358. 0.48% of 310,000 active. P32926;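 active means binding more than 3 SD below its plate's average and above zero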;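 further: hits lower antibody fragment binding to DSG3; some compounds called inactive have numbers as strong as hits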
Target sequence (P32926 whole entry, looked up, the tested form may be a part): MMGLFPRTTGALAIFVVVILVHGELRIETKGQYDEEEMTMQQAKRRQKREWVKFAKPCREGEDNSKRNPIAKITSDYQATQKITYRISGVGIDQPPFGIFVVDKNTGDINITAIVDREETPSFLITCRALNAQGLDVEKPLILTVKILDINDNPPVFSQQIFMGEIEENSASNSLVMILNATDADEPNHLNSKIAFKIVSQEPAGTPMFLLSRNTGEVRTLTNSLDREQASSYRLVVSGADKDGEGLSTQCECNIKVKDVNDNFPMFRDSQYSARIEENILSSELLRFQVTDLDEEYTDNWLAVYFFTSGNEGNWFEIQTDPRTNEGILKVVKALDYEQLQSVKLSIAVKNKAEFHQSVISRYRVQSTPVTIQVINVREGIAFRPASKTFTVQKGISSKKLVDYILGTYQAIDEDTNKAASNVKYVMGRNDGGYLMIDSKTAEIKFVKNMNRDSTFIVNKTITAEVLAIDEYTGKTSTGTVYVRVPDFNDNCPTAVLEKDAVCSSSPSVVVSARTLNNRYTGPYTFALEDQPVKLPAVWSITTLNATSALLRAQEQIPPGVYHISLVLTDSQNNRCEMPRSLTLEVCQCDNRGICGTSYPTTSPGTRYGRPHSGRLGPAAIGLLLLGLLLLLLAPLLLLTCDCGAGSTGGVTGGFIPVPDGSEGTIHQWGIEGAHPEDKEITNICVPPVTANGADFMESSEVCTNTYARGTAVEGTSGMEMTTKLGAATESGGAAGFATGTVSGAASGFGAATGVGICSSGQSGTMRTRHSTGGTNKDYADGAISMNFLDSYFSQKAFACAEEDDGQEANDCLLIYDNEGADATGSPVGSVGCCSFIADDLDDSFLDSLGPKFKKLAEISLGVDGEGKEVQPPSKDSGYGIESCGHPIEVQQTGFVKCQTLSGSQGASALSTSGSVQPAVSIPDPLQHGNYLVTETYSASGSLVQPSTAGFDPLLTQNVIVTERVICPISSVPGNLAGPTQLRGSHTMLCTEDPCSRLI
E coli growth = reduces bacterial viability in AddAB counter-screen. inhibition, % at 11.9 µM. E. coli V3065 growth, OD600 absorbance, 18 h. 0.27% of 330,000 active. AID 449728;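 active means inhibition above the campaign's mean inhibition across all tested compounds plus 3 SD, cut at about 9.9% in these data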;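 further: uninfected addAB+ strain grown without phage in ampicillin broth; 0% = DMSO wells and 100% = ciprofloxacin 0.95 µg/ml wells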
phage Ecoli inh = E. coli growth loss with phage present | growth absorbance | inhibition, % at 11.9 µM | 0.26% of 360,000 active | AID 651602; in the data active means inhibition above about 11%
Arrestin-AP2 inh = blocks beta-arrestin peptide binding to AP2 adaptin; FITC-arrestin peptide / GST-AP2 beads, flow cytometry; AP2 beta2 appendage carries R879A mutation; AID 504490; 0.31% of 340,000 active; inhibition, % at 10 µM;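 active means inhibition above a set limit, near 3 SD of compounds lacking own fluorescence, cut at about 54% in these data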;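 further: plate controls were DMSO wells for no effect and 5 µM unlabelled arrestin peptide for full effect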
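Test system: GST-tagged AP2 beta2-adaptin appendage (R879A) on 4 µm glutathione beads; also added: fluorescein-tagged arrestin peptide at 50 nM final; timing: 12 min plus 1 h, RT; signal: flow cytometry, FL1 (488/535 nm); read-out: percent drop in bead-associated FITC signal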
An asterisk follows results filed as active; · = not tested or not shown. Compounds were not picked by outcome; overall some 2.8% were active at least once.

SMILES	AddAB inh	Mot1-301 SUMO	OPRM1-OPRD1 ag	Tat export inh	MOR-DOR inv ag	PfHsp90 yeast 2	PKA-R1A activ	DSG3 Ab inh	E coli growth	phage Ecoli inh	Arrestin-AP2 inh
CC(=O)Nc1ccc(S(=O)(=O)NCCN2CCNC2=O)cc1Cl	4.0	-13.7	-3.6	-1.4	18.5	-0.7	-2.9	109.4	-1.2	0.6	16.6
O=C(NC(=S)Nc1ccccc1CO)C1CCCCC1	-0.3	-6.8	-3.8	4.7	19.5	-7.0	-4.6	126.8	1.1	4.3	3.8
CCOc1cc(CNCCN2CCOCC2)ccc1OCc1ccccc1Cl	-1.6	-8.9	-0.8	-11.3	4.2	-3.1	-6.8	101.3	-2.1	-1.6	7.6
Cc1cc(C)c(S(=O)(=O)Nc2nnc(C)s2)c(C)c1	2.7	51.8	0.3	-10.7	-1.5	0.4	0.4	·	3.1	1.3	-1.0
COc1cc(/C=C/C(=O)O)cc(S(=O)(=O)Nc2ccc3nc(C)sc3c2)c1OC	1.5	-5.3	-0.5	4.3	2.9	8.8	-0.9	98.3	0.5	1.7	24.2
CC(C)(C)NC(=O)Cn1cnc([N+](=O)[O-])n1	-0.1	51.7	0.8	-3.3	-4.3	-30.2	-15.4	79.9	1.4	2.9	18.6
CCC1C(O)=C(c2ccccn2)C(=N)N1c1ccccc1 (stereo unspecified)	0.6	-1.8	-0.2	-3.4	1.2	16.6	-6.2	105.8	-0.6	2.2	3.6
CCc1nnc(SCC(=O)Nc2ccc(C(C)=O)cc2)nc1CC	0.5	8.1	-1.5	-4.0	8.7	-15.9	-0.7	97.6	1.2	1.4	82.7*
COCCNC(=S)N(Cc1cccnc1)Cc1ccc(OC)c(OC)c1	2.6	-12.0	-3.1	-4.4	16.1	8.4	-3.3	102.4	-0.3	2.0	7.6
Cc1c(C(=O)NC2=NCCS2)oc2ccccc12	2.3	9.8	-1.3	0.5	6.9	7.1	-0.1	92.2	0.1	1.3	4.7
CCOC(=O)c1c(S(=O)(=O)NCC(=O)N2CCN(c3ccc(F)cc3)CC2)c(C)n(C)c1C	-0.1	9.5	-1.5	8.9	7.9	-2.3	-2.4	·	-0.6	1.4	4.0
Cc1sc(NC(=O)C2CCCCC2C(=O)O)c(C(N)=O)c1-c1ccccc1 (stereo unspecified)	3.0	5.5	-1.2	3.2	7.2	6.1	18.6*	103.0	0.5	1.2	-5.6
Cc1cc(C)cc(NC(=O)C2CCCN2C(=O)Oc2ccccc2)c1 (stereo unspecified)	-0.6	-4.2	-0.4	-1.4	2.3	22.3	-11.5	106.7	-1.5	0.1	9.2
Cc1ccc(Cn2c(Sc3nccc(C)n3)nc3c2c(=O)[nH]c(=O)n3C)cc1	2.0	32.6	-1.0	-5.1	5.4	·	-8.7	·	0.8	0.4	3.1
N#Cc1cc2cc3ccccc3nc2n2c(=O)c3ccccc3nc12	0.2	-13.0	3.1	-1.2	-17.4	10.7	-3.9	92.1	1.7	2.4	-8.9
O=C(Nc1ccccc1)N1CCN(C2c3ccccc3-c3ccccc32)CC1	3.1	1.1	2.6	0.7	-13.7	-5.1	-0.6	109.7	-0.7	0.9	-3.4
COc1ccc(NS(=O)(=O)c2cccc(C(=O)NC3CCC(O)CC3)c2)cc1 (stereo unspecified)	-1.0	1.8	-3.6	1.2	11.9	-24.3	3.3	113.3	-0.5	2.0	0.7
O=C(CSc1ncccc1-c1nc2ccccc2[nH]1)N1CCN(c2ccccc2F)CC1	0.0	11.6	-1.9	-1.2	10.2	-16.1	-12.8	107.6	-1.2	0.6	1.4
Cc1[nH]n(-c2ccccc2)c(=O)c1/C=N/Nc1nncc(-c2ccccc2)n1	0.6	8.0	3.2	-1.3	-19.1	-55.2	5.4	119.0	0.2	5.7	0.7
COc1cc(C(=O)Nc2cc(S(=O)(=O)N3CCOCC3)ccc2N2CCOCC2)cc(OC)c1C	·	·	-2.3	2.3	9.1	4.4	-9.3	·	·	2.6	-14.0
CCC(C)NC(=O)c1c(C)cc(=O)oc1C (stereo unspecified)	1.6	2.3	-2.1	2.8	11.4	-12.7	-4.0	96.6	-1.1	3.3	-7.5
O=C(CN1CCc2ccccc21)NCc1ccc2c(c1)OCO2	1.2	8.9	0.5	-2.7	-3.6	-6.5	-10.5	105.8	1.5	2.8	10.0
COc1ccc(Nc2c[nH]c(=O)[nH]c2=O)cc1	·	·	2.9	1.0	-15.1	20.4	3.4	111.6	·	3.8	12.5
O=C(c1ccc(N2CCCC2)c([N+](=O)[O-])c1)N1CCc2ccccc2C1	2.1	-4.3	0.1	7.2	-1.0	-13.2	1.9	100.7	2.3	5.7	36.2
Cc1ccc(F)cc1NC(=O)CSCc1nc2sc(C)c(C)c2c(=O)[nH]1	-1.2	-2.1	-3.0	-1.5	15.9	-16.8	0.1	96.4	1.2	3.2	0.8
More compounds follow:
SMILES	AddAB inh	Mot1-301 SUMO	OPRM1-OPRD1 ag	Tat export inh	MOR-DOR inv ag	PfHsp90 yeast 2	PKA-R1A activ	DSG3 Ab inh	E coli growth	phage Ecoli inh	Arrestin-AP2 inh
CC(C)C(NC(=O)c1cccc(S(=O)(=O)N2CCOCC2)c1)C(=O)NCCc1ccccn1 (stereo unspecified)	0.5	-2.2	2.3	-9.7	-13.4	11.3	-7.1	96.9	1.9	2.0	1.4
CCn1nc(C(=O)OCC(=O)N2CCc3ccccc32)c2ccccc2c1=O	-0.9	-7.4	-1.8	-7.6	10.1	-28.7	-3.4	93.8	-0.2	2.3	-2.1
Cc1cc(Cl)ccc1OCC(=O)Nn1c(C)ccc1C	3.0	7.7	0.9	4.4	-5.5	-39.0	-6.4	·	-0.7	2.2	7.0
Cc1cccc(-n2c(C)cc(/C=N/n3cnnc3)c2C)c1	3.0	3.6	0.0	-1.0	0.0	-8.0	2.9	104.9	-0.2	1.7	-7.1
O=C(CSc1n[nH]c(=O)[nH]c1=O)NC1CCCCC1	-0.6	0.7	-1.4	-2.8	7.6	-5.3	0.2	103.2	0.7	-2.0	-7.8
Cc1ccc(NC(=O)CNC(=O)c2sc3ccccc3c2Cl)nc1	-0.5	0.5	25.9*	-2.6	-134.6	·	-3.4	98.7	0.9	3.0	-10.3
CC(=O)n1cc([C@@H]2C=C(C(=O)Nc3ccccc3)O[C@H](OCc3ccc(CO)cc3)C2)c2ccccc21	1.8	-3.3	0.4	0.2	-2.4	13.4	-12.6	98.0	-0.1	1.8	5.5
Cc1ccc(NC(=O)CS(=O)(=O)c2c[nH]c3ccccc23)c(C)c1	3.6	-12.1	0.3	0.9	-1.6	8.6	-5.5	99.6	-0.9	3.9	12.6
CN(C)C(=O)c1ccc(NC(=O)c2cccc(S(=O)(=O)N3CCN(Cc4ccccc4)CC3)c2)cc1	·	·	-3.0	0.9	12.5	-10.5	-3.9	114.3	·	-0.7	-9.5
CC(/C=N/O)Cc1ccc2c(c1)OCO2 (stereo unspecified)	0.8	19.9	-2.2	-5.8	13.8	-6.3	-1.6	·	-2.7	2.0	17.5
Cc1nnc(SC(C)C(=O)Nc2ccc3ccccc3c2)[nH]c1=O (stereo unspecified)	-0.5	-4.6	-2.0	-13.8	10.8	12.7	2.7	106.1	-1.3	2.0	22.3
COc1ccc(NC(=O)CN(C)C(=O)Cn2cnc3c2c(=O)n(C)c(=O)n3C)cc1	-0.5	-12.5	·	1.3	·	-10.5	-8.7	101.3	2.5	2.4	-14.8
CC(Sc1nnc(N)s1)c1ccccc1Cl (stereo unspecified)	3.2	173.4	-3.6	-4.0	18.1	-23.7	6.3	108.5	0.5	3.2	-3.5
COc1cc2c(cc1OC)C(=O)CC(C)S2 (stereo unspecified)	-2.1	213.0	-0.4	-2.3	2.0	5.2	-1.3	95.7	1.7	2.6	25.3
O=C(Nc1cccc(C(=O)N2CCCC2)c1)C1CC1	·	·	-2.1	0.7	9.9	8.5	-6.7	106.2	·	3.6	7.2
CCCN(CCC)S(=O)(=O)c1cc2c(cc1Br)CCN2C(=O)CC	·	·	-1.2	1.0	6.4	-17.7	-2.4	129.8	·	3.4	0.7
COc1ccccc1CN1CC(C(=O)NCCC2=CCCCC2)CCC1=O (stereo unspecified)	4.2	-9.2	-3.1	-3.2	15.3	-9.5	-11.8	101.4	-0.9	0.2	33.2
Cc1ccc(SCc2cc(-c3ccc(Cl)cc3)on2)cc1	4.3	11.9	1.8	-4.6	-9.1	-13.7	-3.3	100.6	0.9	3.4	32.2
C=CCOCCN(C)C1=NS(=O)(=O)c2cc([N+](=O)[O-])ccc21	0.5	1.2	8.6	-5.3	-49.5	-10.9	-1.2	100.7	0.2	4.3	13.4
Cc1ccccc1OCC(=O)NCCc1nc2ccccc2[nH]1	1.9	19.6	-1.7	-6.3	8.8	-8.2	-6.6	105.2	-3.9	2.2	5.8
O=C(NCSc1ccnc(SCNC(=O)c2ccccc2)n1)c1ccccc1	0.7	-8.7	-4.7	1.8	26.9	-1.8	-4.8	96.8	-0.4	1.0	8.5
O=C(OCC(=O)N1CCOCC1)c1ccc(F)cc1Cl	1.4	157.9	-1.2	-3.4	6.6	4.1	-4.0	73.7	1.4	0.3	11.9
COc1ccc(N2C(=S)N=C(Nc3ccccc3)C23CCCCC3)cc1	-1.4	137.7	28.9*	1.5	-151.5	-15.6	1.5	97.3	-2.7	1.6	-0.7
NNC(=O)c1c(O)c2cccc3c2n(c1=O)CCC3	1.9	-1.7	0.1	-0.1	-0.3	-2.2	-10.6	91.7	-0.2	3.4	-8.8
C/C(=N/Nc1ccc(C(=O)O)cc1)c1ccc(O)c(O)c1O	4.7	-7.5	0.0	2.3	0.1	1.2	1.9	105.7	0.0	3.2	20.1

Shown as a hit in PKA-R1A activ (from the list above):
SMILES,AddAB inh,Mot1-301 SUMO,OPRM1-OPRD1 ag,Tat export inh,MOR-DOR inv ag,PfHsp90 yeast 2,PKA-R1A activ,DSG3 Ab inh,phage Ecoli inh,Arrestin-AP2 inh
Cc1sc(NC(=O)C2CCCCC2C(=O)O)c(C(N)=O)c1-c1ccccc1 (stereo unspecified),3.0,5.5,-1.2,3.2,7.2,6.1,18.6*,103.0,1.2,-5.6

Of the compounds above, 3 have a nitro group on carbon:
SMILES	AddAB inh	Mot1-301 SUMO	OPRM1-OPRD1 ag	Tat export inh	MOR-DOR inv ag	PfHsp90 yeast 2	PKA-R1A activ	DSG3 Ab inh	E coli growth	phage Ecoli inh	Arrestin-AP2 inh
CC(C)(C)NC(=O)Cn1cnc([N+](=O)[O-])n1	-0.1	51.7	0.8	-3.3	-4.3	-30.2	-15.4	79.9	1.4	2.9	18.6
O=C(c1ccc(N2CCCC2)c([N+](=O)[O-])c1)N1CCc2ccccc2C1	2.1	-4.3	0.1	7.2	-1.0	-13.2	1.9	100.7	2.3	5.7	36.2
C=CCOCCN(C)C1=NS(=O)(=O)c2cc([N+](=O)[O-])ccc21	0.5	1.2	8.6	-5.3	-49.5	-10.9	-1.2	100.7	0.2	4.3	13.4

Assay outcomes deposited in PubChem by several laboratories.
